# PAX8 inh HTS = lowers PAX8-driven luciferase in RMG-I cells; RMG-I TPO-luciferase reporter, SteadyGlo, 24 h; inhibition, % at 12.6 µM; 1.2% of 360,000 active; AID 652154;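 active = mean replicate inhibition at least 60% with every replicate also reaching 60%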;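 note: luciferase light reporting Pax8 driven TPO promoter activity; plate controls were median of neutral control wells for no effect and mitoxantrone controls for full effect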
# PGC1a acetyl inh = PGC1a acetylation modulation, inhibitor mode; inhibition, % at 15.6 µM; 0.17% of 350,000 active; U2OS PGC1a acetylation, AlphaScreen anti-acetyl-lysine; with virally co-expressed GCN5 acetyltransferase;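 active = every replicate shows inhibition of at least 40%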;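 note: 0% = neutral control wells and 100% = positive control wells; some results beyond the cut were filed as inactive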
# Casp6 inh = blocks human caspase-6 cleavage activity | P55212 | purified caspase-6, Z-VEID-R110 cleavage fluorescence | inhibition, % at 12.5 µM | 0.53% of 350,000 active;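 active = mean inhibition across replicates at least about 35%, with every replicate also reaching that limit, limit read from the data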;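 note: 0% = median of neutral control wells and 100% = no fluorescence left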
# Target sequence (P55212 24-179 limits assumed): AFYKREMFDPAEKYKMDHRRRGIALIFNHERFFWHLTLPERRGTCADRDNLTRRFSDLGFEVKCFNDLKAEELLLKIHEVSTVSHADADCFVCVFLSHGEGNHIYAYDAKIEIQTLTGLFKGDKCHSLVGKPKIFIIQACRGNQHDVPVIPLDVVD
# Target sequence (P55212 194-293 limits assumed): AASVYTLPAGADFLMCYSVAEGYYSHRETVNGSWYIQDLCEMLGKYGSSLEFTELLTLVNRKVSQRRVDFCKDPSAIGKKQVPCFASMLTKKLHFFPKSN
# FN deposit inh = fibronectin deposition inhibition; AID 743247; inhibition, % at 12.6 µM; AH1F fibroblasts, Alexa488-fibronectin deposition fluorescence, overnight; 0.086% of 350,000 active;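 active = mean inhibition across replicates of 30% or more, regardless of how many single replicates reach that level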;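 note: positive control wells lacked labelled fibronectin entirely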
#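 Assay system: AH1F fibroblasts assembling fluorescent fibronectin matrix; Amount: 10000 AH1F cells per well; Buffer or medium: DMEM, 2% serum; Probe or stimulus: Alexa488-fibronectin, 24 nM final in well; Doses: single compound dose, delivered by pin transfer; Incubation: 1 h adhesion, overnight exposure; Measured by: fluorescence 485/525 nm; Read-out: fibronectin deposition inhibition.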
# LGR2 antag = Drosophila LGR2 receptor signaling inhibition; HEK293 LGR2, CRE-luciferase, bursicon-stimulated, 4 h; inhibition, % at 9.99 µM; 0.35% of 380,000 active; AID 720647;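 active = drop in luminescence signal, shown as inhibition above about 50% in the replicate tests, limit read from the data, passing the limit was not always enough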;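 note: agonist challenge used bursicon conditioned medium at about half maximal strength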
# Cneo AK release = causes C. neoformans cell lysis. adenylate kinase release luminescence, 4 h; normalised: neutral wells 0, clomiphene wells 100. lysis activity, % at 15 µM. 0.2% of 360,000 active. AID 651654;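 active = mean lysis activity across replicates of at least 80%, whatever share of replicates individually reach that level; inactive = mean lysis activity below 80%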
#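 Signal: Adenylate kinase release luminescence | Assay system: Log-phase Cryptococcus neoformans yeast cells | Input: Cells at 5 × 10^6 per mL | Buffer or medium: Fresh YPD growth medium | Compound: Single dose | Schedule: Static 4 h at 37 °C with compound, 1 h detection | Controls: Clomiphene | Read-out: Luminescence rise reflecting yeast cell lysis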
# EWS-Fli inh = EWS/Fli transcriptional activity inhibition; A673 NR0B1-luciferase reporter, viability-normalised; inhibition, % at 12.6 µM; 0.67% of 350,000 active;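 active = mean inhibition of at least 50% after viability correction, with every replicate also passing that limit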;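 note: firefly luciferase signal divided by Alamar Blue viability fluorescence both relative to DMSO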
# Active calls of the source: *; . = not tested or not shown.
# Values run as follows: PAX8 inh HTS	PGC1a acetyl inh	Casp6 inh	FN deposit inh	LGR2 antag	Cneo AK release	EWS-Fli inh
1	Fc1ccc(N2CCN(C(c3cccs3)c3nnnn3C3CCCC3)CC2)cc1 (stereo not drawn)
 : .	-5	.	-4	.	6	.
2	Cc1cc(/C=N/n2cnnc2)c(C)n1-c1cc(Cl)ccc1Cl
 : .	12	.	1	.	0	.
3	CC(C)(C)C(=O)Nc1ccc2c(c1)-c1cc(NC(=O)C(C)(C)C)ccc1C2
 : .	14	.	6	.	-2	.
4	O=C(CN1C(=O)CNC1=O)Nc1cccc(C(F)(F)F)c1
 : .	-1	.	-10	.	2	.
5	O=C(Nc1ccnc(-c2cccnc2)n1)c1ccc(Cl)cc1
 : .	2	.	-7	.	3	.
6	Nc1cc(Cl)ccc1Oc1ccccc1
 : .	8	.	-5	.	5	.
7	CNc1nc(C)c(C#N)cc1C(C)=O
 : .	-2	.	-9	.	-2	.
8	CSc1nnc(Cc2cc(=O)[nH]c(=O)[nH]2)n1-c1cc(C)ccc1C
 : .	-7	.	7	.	2	.
9	O=C(CCn1c(=O)c2ccccc2n(Cc2ccccc2)c1=O)NCc1ccc2c(c1)OCO2
 : .	-7	.	-5	.	-1	.
10	O=C(CCCOc1ccc(Cl)cc1)N1CCCCCC1
 : .	5	.	-1	.	1	.
11	Cc1ccc(-n2nnnc2-c2cnc(-c3cccnc3)nc2C(F)(F)F)cc1
 : .	3	.	-26	.	1	.
12	N#Cc1nc(Cc2cccc3ccccc23)oc1NCCN1CCOCC1
 : .	14	.	15	.	0	.
13	CCOC(=O)/C(C#N)=C1/C=CN(c2ccc(C)cc2)C=N1
 : .	9	.	-1	.	1	.
14	O=C(c1ccc(Cl)cc1Cl)c1ncc(C(F)(F)F)cc1Cl
 : .	-1	.	2	.	1	.
15	COc1ccc(OCc2ccc(C(=O)O)cc2)cc1
 : .	1	.	14	.	0	.
16	O=c1c2ccccc2c2ccccc2c(=O)n1Cc1cccnc1
 : .	-12	.	-5	.	2	.
17	CCCN1CCN(C(=O)CN2C(=O)CC(C)(C)S(=O)(=O)c3ccccc32)CC1
 : .	-1	.	6	.	1	.
18	Cc1cc(C)nc(SCc2nnc(SCC(=O)N3CCOCC3)o2)n1
 : .	-3	.	-4	.	6	.
19	O=C(CCc1ccc(S(=O)(=O)NCc2ccccc2)cc1)N1CCN(Cc2ccc3c(c2)OCO3)CC1
 : .	-1	.	-6	.	-3	.
20	FC(F)(F)c1ccc(N2CCN(c3cc(-c4ccccc4)nc4ncnn34)CC2)nc1
 : .	6	.	3	.	0	.
21	O=C(CN1C(=O)CSC1=O)NCc1ccccc1
 : .	4	.	4	.	0	.
22	CN(c1ccc(C(=O)NCc2ccccn2)cc1)S(C)(=O)=O
 : .	5	.	10	.	-1	.
23	CSCCC1NC2(C(=O)Nc3ccc(Cl)cc32)[C@@H]2C(=O)N(C3CCCC3)C(=O)[C@H]12 (stereo partly drawn)
 : 28	.	.	-2	.	2	.
24	Cc1ccc(N=CC2=C(O)CC(c3cccc(Cl)c3)CC2=O)cc1 (stereo not drawn)
 : 2	.	.	2	.	.	11
25	COc1cc(C(=O)NNC(=O)NC2CCCCC2)cc(OC)c1OC
 : .	.	2	.	-1	-2	.
26	COc1cc(CNCCc2ccc(F)cc2)ccc1OCc1ccc(Cl)nc1
 : .	.	-5	.	-5	3	.
27	Clc1cccc(-c2ccc(/C=N/n3cnnc3)o2)c1Cl
 : .	.	0	.	8	0	.
28	CCCCCOC(=O)Cn1c(N2CCOCC2)nc2c1c(=O)[nH]c(=O)n2C
 : .	.	0	.	-36	-2	.
29	CCNc1nc(NCC)nc(OCCOC(C)=O)n1
 : .	.	3	.	-27	4	.
30	Cc1c(N(C)C(=O)c2ccccc2F)c(=O)n(-c2ccccc2)n1C
 : .	.	-1	.	-4	2	.
31	CN(C(=O)CSc1nc(-c2ccccc2)cs1)C1CCS(=O)(=O)C1 (stereo not drawn)
 : .	.	-1	.	-20	-2	.
32	CCOC(=O)Nc1sc2c(c1C#N)CCCC2
 : .	.	1	.	-70	-1	.
33	O=C1C(Cc2ccccc2)C(c2ccccc2)N1c1ccccc1 (stereo not drawn)
 : .	.	6	.	32	0	.
34	O=C(CN1C(=O)c2ccccc2C1=O)Nc1cccnc1
 : .	.	-1	.	6	0	.
35	O=C(Cc1ccc(-n2cnnn2)cc1)NC12CC3CC(CC(C3)C1)C2
 : .	.	0	.	-5	-2	.
36	CCN(CC)c1ccc2c(c1)C(=O)N(C)C2=O
 : .	.	-1	.	-13	-3	.
37	CC(CC(=O)O)CC(=O)Nc1ccc(S(N)(=O)=O)cc1 (stereo not drawn)
 : .	.	1	.	-5	-1	.
38	C=CCNC(=S)NNC(=O)c1ccc(OCCCC)cc1
 : .	.	2	.	2	7	.
39	CCOc1cc(C(=O)Nc2ccc(S(=O)(=O)N3CCOCC3)cc2)cc(OCC)c1OCC
 : .	.	-2	.	2	1	.
40	CCOC(=O)/C(C#N)=C/c1cc(C)n(-c2ccc(C)cc2)c1C
 : .	.	1	.	-3	-14	.
41	CCN(CC)C(=O)Nc1cnc2ccccc2c1
 : .	.	-1	.	-17	0	.
42	CC(NC(=O)Nc1nnc(C(F)(F)F)s1)N1C(=O)C2C3C=CC(C3)C2C1=O (stereo not drawn)
 : .	.	4	.	1	-3	.
43	CCC(=O)Nc1nonc1-c1nc2ccccc2n1CCC(C)C
 : .	.	4	.	7	4	.
44	O=C(COC(=O)c1ccc(S(=O)(=O)N2CCCC2)cc1)NCc1ccccc1
 : .	.	-2	.	-6	0	.
45	CC(C)CNS(=O)(=O)c1ccc(CCC(=O)Nc2ccc3c(c2)OCCO3)cc1
 : .	.	0	.	-18	1	.
46	Cn1ncc2c(=O)n(CC(=O)NC34CC5CC(CC(C5)C3)C4)cnc21
 : .	.	-3	.	5	5	.
47	CSc1cccc(NC(=O)c2ccco2)c1
 : .	.	2	.	-10	-9	.
48	Cc1ccc(NC(=O)c2ccc(CSc3nccc(C)n3)cc2)cc1
 : .	.	3	.	0	2	.
49	O=C(O)COc1cccc(NC(=O)C2CCCO2)c1 (stereo not drawn)
 : .	.	1	.	4	1	.
50	CCc1nc(N[C@@H](CC(C)C)C(=O)O)c2oc3ccccc3c2n1
 : .	.	-1	.	-1	1	.
51	O=C(CC(c1ccccc1)c1ccccc1O)N1CCCC1 (stereo not drawn)
 : .	.	0	.	4	6	.
52	COc1ccc(C(=O)COC(=O)CNC(=O)C2CCCCC2)c(OC)c1
 : .	.	2	.	-16	3	.
53	CN(C)/C=N/c1c(C#N)cnn1-c1ncnc2sc(-c3ccccc3)cc12
 : .	.	5	.	-6	-4	.
54	O=C(CN1CCN(Cc2ccc3c(c2)OCO3)CC1)N1CCc2[nH]c3ccc(F)cc3c2C1
 : .	.	-3	.	-11	1	.
55	COc1ccc(-c2cc(C(F)(F)F)nc(SCC(=O)NCCN3CCOCC3)n2)cc1OC
 : .	.	-1	.	10	-1	.
56	COc1ccccc1N1CCN(CC(=O)NCC2CCCO2)CC1 (stereo not drawn)
 : .	.	-6	.	-22	9	.
57	COC(=O)c1cc(NC(=O)CN(c2ccccc2OC)S(=O)(=O)c2ccccc2)ccc1Cl
 : .	.	1	.	2	-3	.
58	O=C(Nc1nc2n(n1)C(c1ccccc1)C=C(c1ccccc1)N2)c1ccco1 (stereo not drawn)
 : .	.	0	.	-12	4	.
59	CC(C)(C)n1nnnc1C(c1cccs1)N(Cc1ccccc1)Cc1ccco1 (stereo not drawn)
 : .	.	0	.	11	-4	.
60	CCN(C(=O)COC(=O)c1cccnc1SC)C1CCS(=O)(=O)C1 (stereo not drawn)
 : .	.	-1	.	-3	1	.

# Remaining list, next part.
# Values run as follows: PAX8 inh HTS	PGC1a acetyl inh	Casp6 inh	FN deposit inh	LGR2 antag	Cneo AK release	EWS-Fli inh
61	Cc1ccc2cc(CN(CCO)Cc3nnnn3Cc3ccc(F)cc3)c(=O)[nH]c2c1
 : .	.	5	.	3	2	.
62	O=C(NCC(O)CO)c1ccc2[nH]c3ccccc3c2c1 (stereo not drawn)
 : .	.	-1	.	0	3	.
63	Cc1noc(NS(=O)(=O)c2ccc(N3CC(O)=C(c4ccccc4)C3=N)cc2)c1C
 : .	.	5	.	-7	3	.
64	CCN(CC)c1ccc(CN(C(=O)c2cc(OC)c(OC)c(OC)c2)C2CCS(=O)(=O)C2)cc1 (stereo not drawn)
 : .	.	1	.	5	4	.
65	N#CCc1nn(-c2ccccc2)c(N)c1C#N
 : .	.	0	.	-4	5	.
66	Cc1ccc(-c2cc(C(=O)NCc3ccccn3)c3ccccc3n2)cc1C
 : .	.	8	.	-53	-10	.
67	O=C1CC(N2CCN(C(c3ccccc3)c3ccccc3)CC2)C(=O)N1 (stereo not drawn)
 : .	.	1	.	-17	0	.
68	COc1cc(C)nc(SCC(N)=O)n1
 : .	.	-1	.	2	-3	.
69	NC(=O)c1c(N)sc2c1CCCCC2
 : .	.	11	.	8	1	.
70	Cc1ccc(C(=O)NC2CCS(=O)(=O)C2)cc1S(=O)(=O)N1CCCCC1 (stereo not drawn)
 : .	.	-2	.	6	5	.
71	CCCC(=O)Nc1ccc(C(=O)NCc2ccccc2Cl)cc1
 : .	.	0	.	16	0	.
72	CCCCc1nc2ccccc2n1Cc1nnc2n1-c1ccccc1SC2
 : .	.	0	.	-5	-2	.
73	Cc1ccc(S(=O)(=O)CC(=O)c2ccc(C)c([N+](=O)[O-])c2)cc1
 : .	.	-1	.	-9	4	.
74	Cc1cc(C)cc(NC(=O)c2ccc(CSc3nnnn3C)cc2)c1
 : .	.	3	.	-13	-4	.
75	CC(O)C(NS(=O)(=O)c1ccc(Cl)cc1)C(=O)OCc1nnc(-c2ccccc2)o1 (stereo not drawn)
 : .	.	2	.	-29	-4	.

# Entries from the list above that contain a COOH group:
# Values run as follows: PAX8 inh HTS	PGC1a acetyl inh	Casp6 inh	FN deposit inh	LGR2 antag	Cneo AK release	EWS-Fli inh
15	COc1ccc(OCc2ccc(C(=O)O)cc2)cc1
 : .	1	.	14	.	0	.
37	CC(CC(=O)O)CC(=O)Nc1ccc(S(N)(=O)=O)cc1 (stereo not drawn)
 : .	.	1	.	-5	-1	.
49	O=C(O)COc1cccc(NC(=O)C2CCCO2)c1 (stereo not drawn)
 : .	.	1	.	4	1	.
50	CCc1nc(N[C@@H](CC(C)C)C(=O)O)c2oc3ccccc3c2n1
 : .	.	-1	.	-1	1	.

# Single records, as listed above. Order of screens: PAX8 inh HTS, PGC1a acetyl inh, Casp6 inh, FN deposit inh, LGR2 antag, Cneo AK release, EWS-Fli inh
# CC(O)C(NS(=O)(=O)c1ccc(Cl)cc1)C(=O)OCc1nnc(-c2ccccc2)o1 (stereo not drawn) is listed with ., ., 2, ., -29, -4, .
# Cc1ccc2cc(CN(CCO)Cc3nnnn3Cc3ccc(F)cc3)c(=O)[nH]c2c1 is listed with ., ., 5, ., 3, 2, .
# COc1cc(C)nc(SCC(N)=O)n1 is listed with ., ., -1, ., 2, -3, .
# CCCCc1nc2ccccc2n1Cc1nnc2n1-c1ccccc1SC2 is listed with ., ., 0, ., -5, -2, .

# Going on with the list.
# Values run as follows: PAX8 inh HTS	PGC1a acetyl inh	Casp6 inh	FN deposit inh	LGR2 antag	Cneo AK release	EWS-Fli inh
76	Cc1nc(SCC(=O)Nc2cccc(Cl)c2)n[nH]1
 : .	.	2	.	-15	0	.
77	Cc1ccc(NC(=S)Nc2ccc(Br)cc2)cc1
 : .	.	-1	.	-39	13	.
78	O=C(N/N=C/C=C/c1ccccc1)c1n[nH]c2c1CCC2
 : .	.	-1	.	6	3	.
79	O=C(COC(=O)c1ccccc1)NCC1CCCO1 (stereo not drawn)
 : .	.	-1	.	-9	0	.
80	Cc1ccccc1NC(=O)Cn1c(C)nc2ccc(N)cc2c1=O
 : .	.	3	.	6	2	.
81	Cc1csc(SCC(=O)NC23CC4CC(CC(C4)C2)C3)n1
 : .	.	0	.	-18	-2	.
82	CCOC(=O)N1CCN(CC(=O)Nc2cccc(Br)c2)CC1
 : .	.	14	.	0	5	.

# The list is partial; the hit share may differ from the screen's.
